D2 antagonist: antagonists of human D2 dopamine receptor. P14416. HEK293 TREx D2 cells, calcium flux, dopamine EC80. inhibition, % at 10 µM. actives 2% (n = 340,000). AID 485344; in the data active = inhibition above about 30%; note: 0% is about no effect
Target sequence (P14416 whole entry, looked up): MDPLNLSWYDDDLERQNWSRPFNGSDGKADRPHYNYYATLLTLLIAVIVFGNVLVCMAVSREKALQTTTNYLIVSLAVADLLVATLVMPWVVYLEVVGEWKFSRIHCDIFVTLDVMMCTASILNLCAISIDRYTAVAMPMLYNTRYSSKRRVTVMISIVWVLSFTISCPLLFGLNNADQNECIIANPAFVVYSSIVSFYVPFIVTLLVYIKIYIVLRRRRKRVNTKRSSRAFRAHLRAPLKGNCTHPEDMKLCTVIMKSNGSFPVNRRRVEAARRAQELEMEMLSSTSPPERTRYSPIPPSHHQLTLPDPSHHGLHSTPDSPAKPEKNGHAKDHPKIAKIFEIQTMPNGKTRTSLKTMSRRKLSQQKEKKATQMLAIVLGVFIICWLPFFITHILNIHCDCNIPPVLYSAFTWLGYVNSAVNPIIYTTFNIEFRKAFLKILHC
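In this primary screen, negative modulation is detected by tracking calcium flux after an EC80 dopamine challenge in inducible HEK293 T-REx D2 cells preexposed to test compound for 180 s.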
mIDH1 inhibitor: human IDH1 R132H inhibition. actives 0.093% (n = 390,000). IDH1-R132H enzyme, NADPH consumption, diaphorase/resazurin fluorescence. Potency, µM (doses to about 76.6 µM), for the others: at the top dose activity change, negative = inhibition, usual class: inhibitors; note: potency is the fitted concentration of half-maximal effect; % is set by controls: 0 for no effect and ±100 for the full control effect; nearly all actives have a fitted effect of over 65% in size
Target sequence (O75874 whole entry R132H, stated change not applied): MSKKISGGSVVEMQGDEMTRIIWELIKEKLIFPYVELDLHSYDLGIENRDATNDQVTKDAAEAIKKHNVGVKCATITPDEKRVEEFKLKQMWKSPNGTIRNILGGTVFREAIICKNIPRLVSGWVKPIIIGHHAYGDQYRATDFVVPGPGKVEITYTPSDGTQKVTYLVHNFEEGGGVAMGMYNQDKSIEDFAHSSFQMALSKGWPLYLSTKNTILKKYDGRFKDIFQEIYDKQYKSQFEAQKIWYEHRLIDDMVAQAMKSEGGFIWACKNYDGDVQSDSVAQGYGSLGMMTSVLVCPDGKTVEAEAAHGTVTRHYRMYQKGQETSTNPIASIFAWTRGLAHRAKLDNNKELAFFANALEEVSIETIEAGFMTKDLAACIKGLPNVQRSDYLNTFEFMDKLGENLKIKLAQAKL
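IDH1-R132H (0.5 ug/mL) preincubated 30 min with compound, then NADPH (0.016 mM) and alpha-KG (2 mM) added; 80 min at RT, pH 7.5. Remaining NADPH coupled via diaphorase/resazurin to fluorescence (540/590 nm); concentration-response curves normalized to no-enzyme control.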
Pin1 inh: blocks the human prolyl isomerase Pin1; actives 0.009% (n = 390,000); Pin1 FP peptide displacement, HiFluor488, 10 min; Potency, µM (highest dose often 115 µM), inactives show at the highest dose activity, negative = inhibition, actives largely listed as inhibitors; Q13526; AID 504891; active = well fitted inhibition curve with a large enough effect in the polarisation, with a control signal flat, not every such curve was filed as active; inconclusive = small, poorly fitted or top-dose-only effect, or effect the other way, or a change in a side signal; inactive = no such curve, though single readings can be large or run the other way; the % refers to the polarisation; note: potency is the fitted concentration of half-maximal effect; % is set by controls: 0 for no effect and ±100 for the full control effect
TrxR1 substrate: is turned over as a substrate by rat TrxR1 | purified TrxR1 substrate turnover, NADPH consumption readout | Potency, µM (doses to about 114 µM), for inactives: top-dose activity change, negative = substrate turnover | actives 0.01% (n = 390,000) | AID 588456; note: potency is the fitted concentration of half-maximal effect; % is set by controls: 0 for no effect and ±100 for the full control effect; nearly all actives have a fitted effect of over 50% in size
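Rat TrxR1, dispensed at 90 nM, was prereduced with 400 uM NADPH (final) for 5 min at ~22 deg C, then incubated with compound 15 min before 400 uM selenite. A first-read NADPH fluorescence drop versus no-compound background flagged substrates.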
rTrxR1 inhibitor: rat TrxR1 inhibition. O89049. recombinant rTrxR1, NADPH fluorescence consumption, selenite substrate. Potency, µM (doses to about 114 µM), without a hit: at the highest dose activity change, negative = inhibition, actives largely listed as inhibitors. actives 1% (n = 390,000); note: potency is the fitted concentration of half-maximal effect; % is set by controls: 0 for no effect and ±100 for the full control effect; nearly all actives have a fitted effect of over 65% in size
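Rat TrxR1 (90 nM in the dispensed reagent) was pre-reduced with 400 uM NADPH for 5 min at room temperature, then incubated with compound for 15 min. After 400 uM selenite was added, NADPH fluorescence (Ex 340/Em 450 nm) was followed for 8 min.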
TRHR PAM: TRH receptor (human) allosteric enhancement; actives 0.66% (n = 360,000); enhancement, % at 2 µM; AID 493056; TRHR cells, fluo-8 calcium fluorescence, EC20 TRH enhancement; in the data active = enhancement above about 30%; note: 0% is about no effect
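TRHR-expressing cells loaded with fluo-8 calcium dye were read kinetically (ex 480/em 530) during compound addition, then stimulated with an EC20 of TRH (10 nM final). Enhancement of the Gq-mediated intracellular calcium response was scored.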
D2 agonist: activates the human D2 dopamine receptor; P14416; actives 0.53% (n = 340,000); activation, % at 2 µM; AID 485358; HEK293 T-REx D2 cells, calcium flux agonist mode;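 active = activation over 3 SD above normal in the single-dose calcium agonist read, cut at about 30% in these data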; note: 0% is about no effect
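Agonism is scored from calcium flux in a force-coupled, inducible HEK293 cell line expressing D2, read kinetically for 180 s after compound addition against dopamine controls.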
TRHR agonist: activates the human TRH receptor; P34981; TRHR cells, calcium flux fluo-8, FDSS agonist mode; activation, % at 2 µM; actives 0.18% (n = 360,000); in the data active = activation above about 30%; note: 0% is about no effect
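Fluo-8-loaded TRHR cells; 10 s baseline, compound added, kinetic Ca2+ fluorescence read 1/s, agonist mode.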
USP1-UAF1 inh: USP1/UAF1 (human) deubiquitinase inhibition. O94782. recombinant USP1/UAF1, Ub-Rhodamine cleavage fluorescence. Potency, µM (series often up to 57.1 µM), inactives show at the highest dose activity change, negative = inhibition, most hits filed as inhibitors. actives 0.23% (n = 390,000); note: potency is the fitted concentration of half-maximal effect; % is set by controls: 0 for no effect and ±100 for the full control effect; nearly all actives have a fitted effect of over 60% in size; inactives centre near -12
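USP1/UAF1 complex (1 nM) preincubated 15 min at room temperature with compound, then Ub-Rho substrate (150 nM final) added. Kinetic fluorescence at 480/540 nm over 6 reads at 60 s intervals; 50 mM HEPES pH 7.8, 0.5 mM EDTA, 0.1 mg/ml BSA, 1 mM TCEP, 0.01% Tween-20.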
Numbers without * were called inactive; ? = inconclusive; . = no result given; & = joins results of further samples; [ ] = remark or other dose. Unless noted, calls come from the whole dose curve; as a rule, active = well fitted inhibition curve with a large enough effect; inconclusive = small, poorly fitted or top-dose-only effect; inactive = no such curve, though single readings can be large or run the other way. This is a subset (hit frequency here may not be typical).

No.	structure	D2 antagonist	mIDH1 inhibitor	Pin1 inh	TrxR1 substrate	rTrxR1 inhibitor	TRHR PAM	D2 agonist	TRHR agonist	USP1-UAF1 inh
1	CCOC(=O)c1[nH]c2ccccc2c1NC(=O)c1ccccc1F	.	-1%	-2%	-1%	1%	5	.	-0.3	-2%
2	COc1ccc(Cc2nn[nH]n2)cc1	.	-1%	3%	-5%	-10%	0	.	0.4	-18%
3	O=C(CSc1ccc([N+](=O)[O-])cn1)Nc1ccc(N2CCOCC2)c(Cl)c1	5	0%	-1%	-2%	35%	14	-2.2	-0.2	2%
4	CC(=NNC(=O)c1ccncc1)c1ccc2ccccc2c1O	.	10%	?	-7%[57.1 µM]	1%[11.4 µM]	.	.	.	?
5	COCCCNC(=O)c1sc2nc(C)c(C(=O)Nc3ccc(Cl)cc3)c(-c3ccc(Br)cc3)c2c1N	.	-29%	6%	9%	28%	1	-0.5	-0.6	-2%
6	COc1cc(/C=C(\C#N)C(=O)N2CCCCC2)ccc1O	26	-1%	4%	-10%	-4%	-1	1.4	0.5	-20%
7	CC(C)C(C(=O)NCC1CCCO1)N(C(=O)CNS(=O)(=O)c1ccc(F)cc1)C1CCCCC1 (stereo unspecified)	10	6%	-1%	-17%[57.1 µM]	19%[57.1 µM]	7	-0.3	-0.6	-7%
8	CCc1ccc2occ(CC(=O)Nc3c(C(=O)Nc4ccc(C)cc4)oc4ccccc34)c2c1	.	-9%	0%	9%	89µM*	1	-1.2	-1.2	-23%
9	COc1ccccc1NC(=O)Nc1ccc2c(c1)CCC2	9	8%	2%	-5%	4%	1	0.4	-0.7	-25%
10	O=C(O)COc1ccc(/C=C2\SC(=Nc3ccccc3)N(c3ccccc3)C2=O)cc1	1	-9%	0%	-15%	-19%	-2	0.0	-0.6	-20%
11	Cc1cc(C)c(S(=O)(=O)NCCc2sc(-c3cccnc3)nc2C)c(C)c1	.	-4%	1%	9%[57.1 µM]	22%[57.1 µM]	-1	-1.1	0.2	-18%
12	O=C(COC(=O)c1cc(S(=O)(=O)N2CCCCC2)ccc1N1CCOCC1)c1ccc(Cl)cc1	-13	9%	16%	-1%[57.1 µM]	4%[57.1 µM]	6	0.5	0.1	-23%
13	CCc1ccccc1NC(=O)c1ccc([N+](=O)[O-])s1	7	-6%	-5%	-4%	-4%[57.1 µM]	1	-0.1	-0.6	0%
14	CN(c1ccc(C(=O)Nc2ccc3c(c2)n(C)c(=O)n3C)cc1)S(C)(=O)=O	9	1%	2%	11%[57.1 µM]	8%[57.1 µM]	-17	0.5	1.5	-13%
15	Cc1ccc(CNC(=O)N[C@@H](Cc2ccccc2)C(=O)O)cc1	.	10%	-17%	-6%	?	4	.	-0.1	-6%
16	CSc1ccccc1OCc1cc(C(=O)N2CCN(c3ncccn3)CC2)no1	-6	14%	11%	5%	13%	6	0.1	-1.6	-25%
17	CCOC(=O)C1CCN(C(=O)c2cccc(S(=O)(=O)N(C)C3CCCCC3)c2)CC1	5	3%	0%	-10%	-3%	-5	-0.1	0.6	-20%
18	Cn1c(=O)oc2cc(S(=O)(=O)N3CCCCC3)ccc21	-35	1%	-1%	5%	30%	4	0.1	-0.8	-15%
19	NC(=O)c1cc2ccc(O)cc2oc1=Nc1ccccc1	-6	4%	-13%	.	?	1	0.2	-0.7	-1%
20	COc1ccc2nc(SCC(=O)Nc3ccc(S(=O)(=O)Nc4nccc(C)n4)cc3)[nH]c2c1	4	-4%	?	-8%	-9%	1	0.6	2.3	4%
21	CCN1C(=O)/C(=C/c2cccs2)N(C)C1=S	12	-5%	-2%	7%[57.1 µM]	10%[57.1 µM]	24	0.9	-3.5	-20%
22	CS(=O)(=O)N1CCN(c2ccccc2NC(=S)NC(=O)c2ccco2)CC1	.	7%	2%	-5%	-11%	.	.	.	-14%
23	CCN1C(=O)CC(C(=O)Nc2ccc(F)cc2)SC1=Nc1ccc2c(c1)OCO2 (stereo unspecified)	23	7%	-3%	-1%	6%	-2	1.0	1.7	-18%
24	COCOc1ccc(C=O)c(OCOC)c1	.	-8%	-5%	0%	15%	.	.	.	-1%
25	Cc1[nH]c(=O)[nH]c(=O)c1N1CCOCC1	-6	1%	-11%	5%	12%	-2	0.8	0.5	-7%
26	O=C(O)/C=C/C(=O)Nc1cccnc1	-15	4%	-11%	-16%[57.1 µM]	13%[57.1 µM]	-4	0.5	0.0	-13%
27	COc1ccc(C(=O)c2c3ccc(C(F)(F)F)cc3[n+]([O-])n2CCCC(N)=O)cc1	4	8%	-2%	-10%	-2%	-2	-1.0	-0.6	13%
28	CCN1/C(=C2\OC(=S)N(C)C2=O)Sc2ccccc21	-16	-4%	1%	6%[11.4 µM]	-1%[11.4 µM]	3	0.3	0.4	-13%
29	Cn1c(Cc2cccc3ccccc23)nnc1SCC(=O)N1CCN(c2ccccc2)CC1	-4	2%	?	-2%	-1%	-7	0.4	-0.6	1%
30	COc1ccc(N2C(=O)C3C(c4ccc(OC)cc4O)NC(Cc4ccccc4)(C(=O)O)C3C2=O)cc1 (stereo unspecified)	8	10%	-1%	2%	17%	4	1.5	0.2	-7%
31	CCn1c(SCC(=O)Nc2nc(C)cs2)nnc1C(NC(=O)c1ccccc1Cl)C(C)C (stereo unspecified)	12	9%	-1%	5%	16%	0	0.2	-1.2	-2%
32	O=C(Nc1ccon1)c1ccc(N2CCCCC2)c([N+](=O)[O-])c1	3	5%	-2%	4%	31%	-2	0.3	-0.9	-5%
33	CN=C(Nc1ccc(Br)cc1)SC1CC(=O)N(c2ccc(OC)cc2)C1=O (stereo unspecified)	7	0%	-4%	-3%[57.1 µM]	12%[57.1 µM]	8	0.5	1.4	-8%
34	O=C(COC(=O)c1cc(S(=O)(=O)Nc2ccccc2Cl)ccc1O)Nc1ccc(F)c(F)c1F	.	-13%	1%	8%	27%	.	.	.	-8%
35	CN1CCN(C(=O)c2ccc3c(=O)n(-c4ccc(F)cc4)c(=S)[nH]c3c2)CC1	.	2%	-9%	-6%[57.1 µM]	-8%[57.1 µM]	2	.	0.0	-12%
36	COc1ccc(S(N)(=O)=O)cc1C(=O)OCCCOC(=O)c1cc(S(N)(=O)=O)ccc1OC	-5	1%	-7%	2%	10%	5	-0.5	0.4	-22%
37	COc1cc(CNCCCCO)ccc1OCc1ccccc1F	-7	5%	1%	-8%	-4%	-1	0.1	-0.2	-11%
38	COc1ccccc1N1CCN(S(=O)(=O)c2ccc(-n3cnnn3)cc2)CC1	4	3%&-12%	?	-2%&3%	22%&7%	-10&-11	-1.7&-1.1	-0.6&-1.0	-19%&11%
39	CC(C)CNS(=O)(=O)c1ccc(S(=O)(=O)NC2CCOC(C)(C)C2)cc1 (stereo unspecified)	.	2%	0%	7%	12%[57.1 µM]	.	.	.	-6%
40	Cc1cccc(NC(=O)c2ccc(S(=O)(=O)NCc3cccnc3)cc2)c1	9	1%	1%	6%[0.0914 µM]	8%[57.1 µM]	-1	-0.7	0.1	-17%
41	O=C1c2cccc3cccc(c23)C(=O)N1OS(=O)(=O)c1ccccc1	-1	-1%	1%	77%[activator]	69%[activator]	2	0.2	-0.3	-13%
42	Cc1ccc(NC(=S)N(CCCN2CCOCC2)Cc2cccnc2)cc1C	-5	3%	2%	-6%[57.1 µM]	15%[57.1 µM]	7	4.6	-0.2	-2%
43	CN(C(=O)Nc1ccccc1)C1CCS(=O)(=O)C1 (stereo unspecified)	10	1%	-1%	9%[57.1 µM]	3%	1	0.5	0.8	-13%
44	CCOc1ccc(/C=N/NC(=O)C(=O)N2CCCCCC2)c2ccccc12	-8	0%	?	?	?	1	-0.5	0.0	-12%
45	N#Cc1ccccc1OCC(=O)Nc1cc(S(=O)(=O)N2CCCCC2)ccc1N1CCOCC1	.	-1%	?	-3%	9%	.	.	.	-10%
46	CCNC(=S)N1CCN(S(=O)(=O)c2ccc(Cl)s2)CC1	.	-6%	1%	0%	18%[57.1 µM]	.	.	.	2%
47	Cc1cc(S(=O)(=O)N2CCOCC2)ccc1OCC(=O)Nc1cccc(C(F)(F)F)c1	7	-3%	4%	5%	30%[activator]	-4	0.2	1.0	-11%
48	Cc1c(NC(=O)c2cc3nc(-c4ccc(Cl)cc4)cc(C(F)(F)F)n3n2)c(=O)n(-c2ccccc2)n1C	-4	-3%	4%	-4%	2%	3	1.1	-0.6	1%
49	Cc1ccc(C(=O)Nc2cccc3ccccc23)cc1	-13	4%	2%	-5%	5%	10	-0.3	-0.1	5%
